hIAP act = increases human intestinal alkaline phosphatase activity; P09923; purified human IAP, CDP-Star luminescence, 30 min; stronger effect = higher value; 1 = vehicle-only enzyme, 0 = enzyme-free background; activation factor at 10 µM; hit rate 0.16% among 330,000; AID 2524;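 active = activation factor of the enzyme at least 2-fold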; also: the source names both 10 and 20 µM as test concentration; values of inactives mirror those of a sister screen read the other way
ATG4B inh = ATG4B (human) cysteine protease inhibition; Q9Y4P1; ATG4B cleavage of LC3-PLA2, NBD-HPC fluorescence, 1 h; inhibition, % at 8.33 µM; hit rate 0.51% among 340,000; in the data active = inhibition above about 40%
MPTP inh = blocks calcium-induced mitochondrial swelling | inhibition, % at 10 µM | AID 602449 | isolated mouse mitochondria, Ca2+ swelling absorbance, 30 min | hit rate 1.4% among 360,000;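 active = inhibition of 50% or more, scaled per plate between neutral and stimulator controls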;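 also: 0% = DMSO wells given calcium and 100% = 1 mM EGTA wells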
PfG6PD inh = PfG6PD (Plasmodium falciparum) enzyme inhibition; PfGluPho enzyme, NADPH resazurin-diaphorase fluorescence; inhibition, % at 20 µM; AID 504690; hit rate 0.78% among 350,000;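 active = inhibition reaching at least a set limit at 20 µM in the primary screen, cut at about 59% in these data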;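 also: 0% = DMSO wells with substrate and 100% = DMSO wells lacking glucose-6-phosphate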
SENP6 block = blocks the human protease SENP6; Q9GZR1; Recombinant SENP6 catalytic domain, aminoluciferin luminescence; inhibition, % at 10 µM; hit rate 1.8% among 330,000; AID 2599;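 active = inhibition above about 50% at the single tested dose, limit read from the data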;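 also: plate controls were DMSO wells with enzyme for no effect and DMSO wells lacking enzyme for full effect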
Target sequence (Q9GZR1 628-1112 limits assumed): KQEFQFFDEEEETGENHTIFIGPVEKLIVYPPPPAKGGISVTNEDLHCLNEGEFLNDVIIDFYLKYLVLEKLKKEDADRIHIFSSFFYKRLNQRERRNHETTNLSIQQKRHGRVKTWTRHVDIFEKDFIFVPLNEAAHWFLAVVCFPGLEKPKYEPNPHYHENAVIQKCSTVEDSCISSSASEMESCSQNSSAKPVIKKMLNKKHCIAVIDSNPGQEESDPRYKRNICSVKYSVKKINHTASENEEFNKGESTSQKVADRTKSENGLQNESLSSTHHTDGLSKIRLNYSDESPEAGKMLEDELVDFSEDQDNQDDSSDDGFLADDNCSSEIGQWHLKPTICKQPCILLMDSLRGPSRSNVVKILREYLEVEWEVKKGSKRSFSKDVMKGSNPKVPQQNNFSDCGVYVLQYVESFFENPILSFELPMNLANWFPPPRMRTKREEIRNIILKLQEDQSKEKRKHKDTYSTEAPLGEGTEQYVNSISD
SENP1 FRET inh = inhibitors of human SENP1 SUMO protease catalytic domain; Q9P0U3; recombinant SENP1 catalytic domain, CyPet-SUMO1-YPet FRET cleavage; inhibition, % at 10 µM; hit rate 0.21% among 360,000;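 active = inhibition at least 30% at 10 µM, raw YFP signal under a set limit, fluorescence ratio 0.5 to 1.5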;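 also: 0% = enzyme with DMSO and 100% = no enzyme wells; some results filed as inactive read as strong as hits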
Target sequence (Q9P0U3 419-644 limits assumed): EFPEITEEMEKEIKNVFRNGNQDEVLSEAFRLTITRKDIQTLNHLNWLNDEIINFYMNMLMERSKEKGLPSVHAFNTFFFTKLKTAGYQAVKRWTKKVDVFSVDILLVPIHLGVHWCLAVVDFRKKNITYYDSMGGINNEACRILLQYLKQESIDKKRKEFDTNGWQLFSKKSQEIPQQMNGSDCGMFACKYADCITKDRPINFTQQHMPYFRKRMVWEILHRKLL
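Assay system – human recombinant His6-tagged SENP1 catalytic domain enzyme · Input – SENP1 enzyme, 20 pM final · Buffer or medium – Tris pH 8 buffer plus EDTA, NaCl, BME, BSA, NP40, catalase · Schedule – 50 min reaction at room temperature · Technique – FRET read of cyan and yellow fluorescence · Control set – no-enzyme wells low, DMSO-plus-enzyme wells high control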
SENP8 block = SENP8 (human) protease inhibition; Q96LD8; recombinant SENP8, Nedd8 substrate fluorescence; inhibition, % at 20 µM; hit rate 0.64% among 360,000; in the data active = inhibition mostly above about 40%, no sharp cut-off; inactive = mostly below about 27%
Target sequence (Q96LD8 whole entry, looked up): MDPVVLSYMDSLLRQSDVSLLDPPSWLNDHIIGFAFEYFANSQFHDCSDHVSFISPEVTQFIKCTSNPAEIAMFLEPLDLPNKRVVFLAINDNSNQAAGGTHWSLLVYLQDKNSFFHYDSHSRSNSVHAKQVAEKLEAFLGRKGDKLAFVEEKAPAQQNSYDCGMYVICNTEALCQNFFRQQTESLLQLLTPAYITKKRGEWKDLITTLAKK
NR3A LBD binder = modulates the human NR3A ligand-binding domain; NR3A LBD differential scanning fluorimetry, Tm shift; 0% = protein alone, 100% = glycine-bound protein; Tm shift relative to glycine control, % at 25 µM; hit rate 2.5% among 340,000;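 active = melting temperature shift of at least 10% of the positive control shift, at one fixed dose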
Numbers without * were called inactive; i = inactive; nt = not tested or not shown.

(1) O=C1N(Cc2ccccc2)c2ccccc2C12OCCO2
(2) O=C(O)COCC(=O)Nc1ccc(Oc2ncnc3cc(Cl)ccc23)nc1
(3) CN(C1(C)CCS(=O)(=O)C1)S(=O)(=O)c1cccc([N+](=O)[O-])c1 (configuration not stated)
(4) CCOc1ccc(OCCC(=O)OCC(=O)Nc2cc(OCC)c(N3CCOCC3)cc2OCC)cc1
(5) O=C(O)CCCn1cc(NC(=O)COc2cccc(Cl)c2)cn1
(6) O=C(NCc1ccco1)c1cc2cc(Br)ccc2o1
(7) Cc1ccc(-c2nn(C)c(=O)c3ccccc23)cc1S(=O)(=O)N1CCCC1
(8) Cc1ccc2cccc(NC(=S)NC(=O)c3ccnn3C)c2n1
(9) N#C/C(=C(/O)COc1ccc(Br)cc1)c1nnc2n1CCCCC2
(10) O=C(NNC(=O)c1cc([N+](=O)[O-])ccc1Cl)c1cccs1

screen / no.	1	2	3	4	5	6	7	8	9	10
hIAP act	0.9	0.93	1.1	0.94	1	0.98	1	0.97	1	0.99
ATG4B inh	3	-12	1	3	-3	1	-11	-18	-5	7
MPTP inh	0.0	0.4	-1.8	-0.8	-0.7	-1.9	0.9	-0.7	-2.2	-1.5
PfG6PD inh	-22	3	-2	17	2	50	22	-1	-2	-32
SENP6 block	-11	0	-3	-1	-4	11	-1	14	12	-1
SENP1 FRET inh	0	3	0	4	-3	0	3	-3	-1	4
SENP8 block	10	-14	-1	17	13	-3	8	4	8	14
NR3A LBD binder	1	0	1	1	1	-1	0	-1	0	1

(11) COC(=O)c1scc(C)c1N/N=C(\C)c1ccc(F)cc1
(12) CCn1c(=O)cc(SCC(=O)NCCCN2CCN(c3ccc(F)cc3)CC2)c2ccccc21
(13) CCOC(=O)C1CCN(C(=O)CN(c2ccc(OC)cc2)S(=O)(=O)c2c(C)noc2C)CC1
(14) O=c1oc(C2(O)CCCCC2)cc2ccc(/C=C/c3ccc(F)cc3)cc12
(15) COCCn1cnc2c1c(=O)n(CC(=O)NCC(F)(F)F)c(=O)n2Cc1ccccc1
(16) CN(C)C(=O)CS(=O)(=O)c1ccc(Cl)cc1
(17) CC1(C)CC(=O)C2=C(C1)Nc1ccccc1NC2c1ccccc1F (configuration not stated)
(18) Cc1ccc(NC(=O)Cn2ccsc2=N)c([N+](=O)[O-])c1
(19) COc1ccc(-c2cc(C(=O)N(C)CC(=O)Nc3ccccc3Br)c3ccccc3n2)cc1OC
(20) Cc1cnc(C(=O)Nc2ccc(F)cc2)cn1

screen / no.	11	12	13	14	15	16	17	18	19	20
hIAP act	0.96	0.98	0.83	1	1	1.1	0.93	1.1	0.87	0.92
ATG4B inh	9	1	-15	-9	-9	2	-5	2	-11	-11
MPTP inh	-3.0	0.9	-0.3	0.6	1.1	2.2	2.5	0.1	-0.9	1.0
PfG6PD inh	-10	-18	10	6	-9	-11	15	0	7	-1
SENP6 block	-4	11	-4	6	-15	4	-6	-2	-9	61*
SENP1 FRET inh	-3	1	3	0	1	2	36*	2	0	1
SENP8 block	-257	-11	-7	i	9	8	-1	20	-419	10
NR3A LBD binder	-3	-5	1	5	0	-1	0	-6	-2	-2

(21) Cc1ccc(OCCC(=O)OCC(=O)N2CC(=O)Nc3ccccc32)cc1
(22) Cc1ccc2nc(SCC(=O)NC3CCCCC3)nc(=O)n2c1
(23) C/C(=N\NC(=O)c1ccco1)c1cc(Cl)sc1Cl
(24) N#CCCN(C(=O)COC(=O)c1ccc(Cl)nc1)c1ccc2c(c1)OCCO2
(25) O=C(Nc1c2ccccc2nc2ccccc12)C(Cl)(Cl)Cl
(26) Cc1cccc2c(=O)n3c(cc12)-c1[nH]c2ccccc2c1CC3
(27) COc1ccc(C(=O)CSc2ncnc3nc[nH]c23)cc1
(28) CCn1nc(C)cc1C(=O)N1CCCC(C(=O)c2ccc(OC)cc2C)C1 (configuration not stated)
(29) CC1C(=O)C(C)C(c2ccc([N+](=O)[O-])cc2)NC1c1ccc([N+](=O)[O-])cc1 (configuration not stated)
(30) Cc1cc(C)n2cc(CSc3nnc(N)s3)nc2n1

screen / no.	21	22	23	24	25	26	27	28	29	30
hIAP act	0.96	1.2	1.1	nt	1.1	nt	0.99	1.2	0.96	1.1
ATG4B inh	17	-4	-8	nt	-20	-1	-6	-2	0	-14
MPTP inh	-1.4	-1.8	-1.4	-1.4	1.8	34	6.7	-1.2	5.2	18
PfG6PD inh	-6	16	11	-13	11	16	-12	-7	12	-8
SENP6 block	-15	5	11	nt	-5	nt	-33	-8	0	-8
SENP1 FRET inh	-1	-2	-1	0	7	-134	1	1	2	1
SENP8 block	5	-136	-3	8	-481	i	23	12	21	-42
NR3A LBD binder	-1	0	0	nt	-9	3	0	1	-1	1

(31) CC(C)CNC(=O)C1Nc2ccc(OC(F)(F)F)cc2C2C=CCC12 (configuration not stated)
(32) Cc1c(Cl)ccc2sc(N3CCN(C(=O)C4=COCCO4)CC3)nc12
(33) CCOc1ccc(C(=O)CSc2nnc(C3CC3)n2C)cc1
(34) NC(=O)[C@H]1CC2(CC(c3cccc(NC(=O)COc4ccc(Cl)cc4)c3)=NO2)CN1C(=O)c1ccccc1C(=O)c1ccccc1 (some centres not stated)
(35) CCCC1CC(C)(/C(C)=N\NC(N)=S)OC1=O (configuration not stated)
(36) CCOc1ccc2c(c1)N(C(=O)CN1C(=O)CCC1=O)C(C)(C)C=C2C
(37) CNC(=O)N1c2ccccc2C=Cc2ccccc21
(38) Cc1cc(C)c(S(=O)(=O)NCCSCc2ccco2)c(C)c1
(39) COc1ccccc1-c1cc(C(F)(F)F)nc(N2CCCCC2)n1
(40) N#CCCN(C(=O)COc1ccc(Cl)cc1Cl)c1ccccc1

screen / no.	31	32	33	34	35	36	37	38	39	40
hIAP act	0.94	0.84	1	1.2	1.5	1.1	1.1	0.88	0.89	1
ATG4B inh	-8	-7	-14	14	8	-9	-7	-4	3	4
MPTP inh	-0.6	0.9	5.8	-0.5	1.0	-1.7	-0.9	-1.2	4.6	0.5
PfG6PD inh	6	8	2	10	-13	5	1	7	5	-20
SENP6 block	0	-12	-8	-3	13	-4	-16	-1	4	-10
SENP1 FRET inh	-4	4	2	-2	0	-1	0	-4	1	2
SENP8 block	0	19	32	-3	2	8	10	-26	-106	20
NR3A LBD binder	-3	2	1	1	0	0	2	-6	1	0

(41) CCOC(=O)C1CCN(C(=O)Cc2c(F)cccc2Cl)CC1
(42) O=C(NCCc1ccccc1F)C1CC(O)CN1C(=O)Nc1ccccc1 (configuration not stated)
(43) COC(=O)c1oc2ccc(OC)cc2c1N
(44) C/C(=N\NC(=S)NCCc1ccccc1)c1ccc(O)cc1O
(45) O=C(Cn1cc([N+](=O)[O-])cn1)NCc1ccccc1Cl
(46) Cc1ccc(O)c(NC(=O)/C=C/C(=O)O)c1
(47) COc1ccc(C(O)(C(=O)NNc2ccc(C)cc2)c2cccs2)cc1 (configuration not stated)
(48) CC(=O)Nc1ccccc1OCC(=O)NC(C)c1ccc(F)cc1 (configuration not stated)
(49) O=C(Nc1ncccc1O)c1ccc(S(=O)(=O)N2CCCC2)cc1
(50) CCC(CC)NC(=O)Cc1ccc(S(=O)(=O)N2CCOCC2)s1

screen / no.	41	42	43	44	45	46	47	48	49	50
hIAP act	0.99	1.1	1	1.6	0.74	0.83	0.91	1.2	0.82	0.97
ATG4B inh	-1	-5	-2	0	-3	-3	-1	0	1	-1
MPTP inh	0.1	2.0	-0.5	1.5	1.5	-1.4	-0.6	0.8	0.3	12
PfG6PD inh	-4	-9	0	-37	8	20	7	8	2	-13
SENP6 block	-14	-10	-6	-1	-21	-13	10	-16	4	-6
SENP1 FRET inh	1	2	-2	-14	-1	3	2	2	1	-2
SENP8 block	6	15	-339	-18	11	7	6	15	20	3
NR3A LBD binder	0	1	-5	17*	4	-4	0	2	2	1

Arranged by count of non-hydrogen atoms (low to high): part of the list above
(41) CCOC(=O)C1CCN(C(=O)Cc2c(F)cccc2Cl)CC1
(50) CCC(CC)NC(=O)Cc1ccc(S(=O)(=O)N2CCOCC2)s1
(48) CC(=O)Nc1ccccc1OCC(=O)NC(C)c1ccc(F)cc1 (configuration not stated)

screen / no.	41	50	48
hIAP act	0.99	0.97	1.2
ATG4B inh	-1	-1	0
MPTP inh	0.1	12	0.8
PfG6PD inh	-4	-13	8
SENP6 block	-14	-6	-16
SENP1 FRET inh	1	-2	2
SENP8 block	6	3	15
NR3A LBD binder	0	1	2

The results go on:
(51) Cc1nc2cc(NC(=O)N3CCC(c4ccccc4)C3)ccc2n1C (configuration not stated)
(52) CN(CC(=O)Nc1cccc(F)c1)C(=O)CCC1CCCCC1
(53) COC(=O)NNC1=CC(=O)CC(C)(C)C1
(54) O=C(COc1ccc([N+](=O)[O-])cc1Cl)Nn1cnnc1
(55) CC(C)(C)n1cnc2cc(NCc3ccccc3O)ccc21
(56) CS(=O)(=O)c1cccc(C(=O)OCCCC(=O)c2ccccc2)c1
(57) COc1ccc2cc(C3OCCO3)c(Cl)nc2c1
(58) Cc1ccc(N2CC(C(=O)N3CCC(C(=O)Nc4nnc(C(C)(C)C)s4)CC3)CC2=O)cc1 (configuration not stated)
(59) CCOC(=O)N(Cc1ccccc1)C1CC1
(60) Oc1oc(-c2ccc(Br)cc2)nc1C=Nc1ccc(Br)cn1

screen / no.	51	52	53	54	55	56	57	58	59	60
hIAP act	1	1	0.98	0.94	0.92	1	1.1	1	nt	0.79
ATG4B inh	2	-7	-5	-6	1	1	-12	-12	1	-1
MPTP inh	1.2	-0.5	-0.6	-0.1	0.8	0.3	0.3	-0.5	-0.3	4.5
PfG6PD inh	10	36	-3	-14	27	5	7	-13	15	5
SENP6 block	-10	-3	-10	-1	5	-2	-4	3	nt	-8
SENP1 FRET inh	1	1	-1	1	0	0	1	0	2	-16
SENP8 block	13	-2	-2	17	-90	13	-9	5	5	2
NR3A LBD binder	-1	-1	-1	2	-1	0	3	-1	2	-2

The closing four compounds of the section before come first, to join the parts.
(57) COc1ccc2cc(C3OCCO3)c(Cl)nc2c1
(58) Cc1ccc(N2CC(C(=O)N3CCC(C(=O)Nc4nnc(C(C)(C)C)s4)CC3)CC2=O)cc1 (configuration not stated)
(59) CCOC(=O)N(Cc1ccccc1)C1CC1
(60) Oc1oc(-c2ccc(Br)cc2)nc1C=Nc1ccc(Br)cn1
(61) COC(=O)C1CCCN1C(=O)COc1ccc(Br)cc1Cl (configuration not stated)
(62) COc1ccccc1-n1cc(CN2CCN(CC(C)C)C(CCO)C2)cn1 (configuration not stated)
(63) CC(c1ccccc1)N(NC(=O)C(O)(c1ccccc1)c1ccccc1)C(=O)c1ccccc1 (configuration not stated)
(64) CC(NC(=O)C(=O)N/N=C/c1ccc(Cl)cc1)c1ccccc1 (configuration not stated)
(65) CC(C(=O)NCC1CCCCC1)N(C)Cc1ccc(Br)cc1 (configuration not stated)
(66) COCC1=C(C(=O)OC)C(c2cccs2)n2ncnc2N1 (configuration not stated)
(67) Cn1c(=O)c2cn(-c3ccc4c(c3)OCCO4)cc2n(C)c1=O

screen / no.	57	58	59	60	61	62	63	64	65	66	67
hIAP act	1.1	1	nt	0.79	0.96	1.1	0.92	1.1	0.89	0.91	1.1
ATG4B inh	-12	-12	1	-1	-4	-8	-1	9	15	-4	-8
MPTP inh	0.3	-0.5	-0.3	4.5	-0.2	2.2	7.3	-0.8	0.7	1.9	1.7
PfG6PD inh	7	-13	15	5	-19	8	-6	-17	-8	1	26
SENP6 block	-4	3	nt	-8	-7	10	9	-4	-16	3	0
SENP1 FRET inh	1	0	2	-16	1	-1	2	0	2	3	0
SENP8 block	-9	5	5	2	8	12	16	3	4	-401	-294
NR3A LBD binder	3	-1	2	-2	-1	0	-3	-8	0	2	3

From PubChem
